Assay outcomes from PubChem BioAssay.
MITF inh – human MITF inhibition, primary screen; O75030; inhibition, % at 2.6 µM; AlphaScreen MITF homodimerization, bead proximity signal; hit rate 0.91% among 650,000; in the data active means inhibition above about 50%;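 further: 0% = vehicle wells with protein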
Target sequence (O75030 whole entry, looked up): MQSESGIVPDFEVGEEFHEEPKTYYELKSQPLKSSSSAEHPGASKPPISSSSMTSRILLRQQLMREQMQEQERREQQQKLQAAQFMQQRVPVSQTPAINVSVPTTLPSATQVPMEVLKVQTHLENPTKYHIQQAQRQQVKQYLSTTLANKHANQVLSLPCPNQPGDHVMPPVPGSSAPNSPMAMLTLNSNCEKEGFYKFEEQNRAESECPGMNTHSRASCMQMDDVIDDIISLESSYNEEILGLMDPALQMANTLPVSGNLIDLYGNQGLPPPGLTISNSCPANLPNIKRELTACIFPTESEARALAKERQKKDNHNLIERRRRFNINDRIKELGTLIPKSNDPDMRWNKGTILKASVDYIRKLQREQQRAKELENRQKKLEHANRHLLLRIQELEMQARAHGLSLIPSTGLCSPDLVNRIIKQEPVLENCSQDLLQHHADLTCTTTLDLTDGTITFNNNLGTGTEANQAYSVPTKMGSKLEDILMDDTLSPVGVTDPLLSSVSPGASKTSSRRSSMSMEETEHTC
GPR151 activ – human GPR151 activation; activation, % at 11.2 µM; PathHunter beta-arrestin GPR151 cells, luminescence; hit rate 1% among 650,000; Q8TDV0; in the data active means activation above about 4.9%;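 further: 0% = median of compound wells and 100% = cells with positive control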
Target sequence (Q8TDV0 whole entry, looked up): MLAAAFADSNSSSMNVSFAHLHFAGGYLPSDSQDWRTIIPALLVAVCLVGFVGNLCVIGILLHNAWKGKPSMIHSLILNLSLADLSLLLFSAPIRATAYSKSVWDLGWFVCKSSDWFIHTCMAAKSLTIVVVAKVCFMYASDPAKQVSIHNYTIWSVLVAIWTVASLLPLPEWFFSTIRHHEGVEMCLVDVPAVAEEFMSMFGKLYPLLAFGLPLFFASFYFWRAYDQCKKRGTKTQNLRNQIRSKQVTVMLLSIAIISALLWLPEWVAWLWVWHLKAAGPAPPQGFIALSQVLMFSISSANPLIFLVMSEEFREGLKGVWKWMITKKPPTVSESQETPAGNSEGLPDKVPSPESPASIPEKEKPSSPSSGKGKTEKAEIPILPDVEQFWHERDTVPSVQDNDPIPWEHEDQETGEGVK
TEAD-YAP inh – TEAD-YAP interaction inhibition; HEK-TIYL cells, TEAD-Gal4/YAP UAS-luciferase luminescence; inhibition, % at 9.12 µM; hit rate 1.4% among 640,000; AID 1259422; in the data active means inhibition above about 32%;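 further: 0% = median of test compound wells and 100% = reference inhibitor wells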
FBW7 activator – activators of human E3 ligase FBW7 | Q969H0 | AlphaScreen FBW7–phospho-cyclin E peptide binding, activator screen | normalized activity (activation), % at 26.1 µM | hit rate 0.13% among 650,000 | AID 1259310; in the data active means normalized activity above about 1.9%;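 further: purified mutant Fbw7 with reduced substrate affinity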
Starred values were filed as active, the others as inactive.

For COCC1=C(C(=O)OC)C(c2ccc(F)c(Oc3ccccc3)c2)C(C#N)=C(N)O1 (centres undefined) the results were MITF inh 7.8, GPR151 activ -0.3, TEAD-YAP inh -6.4 and FBW7 activator 0.1.
O=C1OCC(CO)(CO)N=C1NNc1ccccc1[N+](=O)[O-] was read as MITF inh 8.4, GPR151 activ -0.4, TEAD-YAP inh -29.7 and FBW7 activator -0.2.
Screening COc1ccc(C2C(C#N)=C(N)Oc3n[nH]c(C)c32)cc1OCc1ccc(Cl)cc1 (centres undefined) returned MITF inh 6.8, GPR151 activ 0.6, TEAD-YAP inh 0.6 and FBW7 activator -0.1.
Screening CCCCNc1nc(SCC(=O)Nc2cc(C)on2)nc2ccccc12 returned MITF inh 5.1, GPR151 activ -0.9, TEAD-YAP inh 4.1 and FBW7 activator 0.0.
For CN(C)c1nc(N)nc(CSc2nnnn2-c2cccc3ccccc23)n1 the results were MITF inh -0.8, GPR151 activ -0.7, TEAD-YAP inh 35.1* and FBW7 activator 1.0.
CCOC(=O)N1CCN(C(=O)CSc2cn(Cc3ccccc3Cl)c3ccccc23)CC1 was read as MITF inh 5.3, GPR151 activ -0.4, TEAD-YAP inh -2.9 and FBW7 activator 0.0.
CC(=O)Nc1ccc(NC2CCCCC2NS(=O)(=O)c2ccccc2)cc1 (centres undefined) was read as MITF inh 4.1, GPR151 activ 1.0, TEAD-YAP inh 3.1 and FBW7 activator -0.1.
`Cc1cc(-c2ccccc2)nc(SCC(=O)N2CCCCC2)n1` gave MITF inh -4.4, GPR151 activ -0.7, TEAD-YAP inh 2.1 and FBW7 activator -0.1.
Screening CSc1nc(NN2C(=O)c3ccccc3C2=O)c2c3c(sc2n1)COC(C)(C)C3 returned MITF inh -1.6, GPR151 activ 0.6, TEAD-YAP inh -6.0 and FBW7 activator -0.1.
For CC1c2cccn2CCN1C(=O)CCC1(Cc2ccc3c(c2)OCO3)CCC(=O)N1 (centres undefined) the results were MITF inh 2.2, GPR151 activ -1.1, TEAD-YAP inh 6.2 and FBW7 activator 0.0.
For N=C1/C(=C\c2ccc([N+](=O)[O-])o2)C(=O)N=C2SC(N3CCCC3)=NN12 the results were MITF inh 28.0, GPR151 activ -0.7, TEAD-YAP inh 2.9 and FBW7 activator -0.3.
For CCOC(=O)c1ccccc1NC(=O)c1cc(OC)cc(OC)c1 the results were MITF inh 1.9, GPR151 activ -0.1, TEAD-YAP inh -1.1 and FBW7 activator 0.1.
For COC(=O)c1c(NC(=O)c2ccc(S(=O)(=O)N(C)C3CCCCC3)cc2)sc2c1CCN(C(C)=O)C2 the results were MITF inh 7.8, GPR151 activ -0.4, TEAD-YAP inh 17.9 and FBW7 activator 0.0.
Cc1cc(Br)ccc1OCC(=O)NCCN(C)C was read as MITF inh 9.3, GPR151 activ 1.6, TEAD-YAP inh 7.7 and FBW7 activator 0.1.
For O=S(=O)(c1cc(Br)c(Br)s1)N1CCN(c2ccc(F)cc2)CC1 the results were MITF inh 10.2, GPR151 activ -0.7, TEAD-YAP inh 3.7 and FBW7 activator -0.1.
`CN(C(=O)NC(=O)Nc1ccc(Cl)cc1)S(C)(=O)=O` gave MITF inh -5.2, GPR151 activ 0.1, TEAD-YAP inh -4.5 and FBW7 activator 0.1.
O=C(CSc1nc2ccccc2n1CC(=O)N1CCCCC1)N1CCCCC1 was read as MITF inh -19.1, GPR151 activ 0.8, TEAD-YAP inh 6.0 and FBW7 activator 1.3.
Screening O=C(CCc1nnc(CCc2ccccc2)o1)NCc1ccc(C(F)(F)F)cc1 returned MITF inh -4.7, GPR151 activ 1.5, TEAD-YAP inh -44.6 and FBW7 activator 0.1.
`CC(=O)Nc1ccc(N2C(=O)CC(N3CCCCC3)C2=O)cc1` (centres undefined) gave MITF inh 16.9, GPR151 activ 0.3, TEAD-YAP inh 5.3 and FBW7 activator 0.2.
For COc1cc2c(cc1OC)C(C)N(C(=O)c1cccc([N+](=O)[O-])c1)CC2 (centres undefined) the results were MITF inh -10.1, GPR151 activ -0.8, TEAD-YAP inh 23.3 and FBW7 activator 0.1.

The closing 7 records of the part above open the next one:
Cc1cc(Br)ccc1OCC(=O)NCCN(C)C was read as MITF inh 9.3, GPR151 activ 1.6, TEAD-YAP inh 7.7 and FBW7 activator 0.1.
For O=S(=O)(c1cc(Br)c(Br)s1)N1CCN(c2ccc(F)cc2)CC1 the results were MITF inh 10.2, GPR151 activ -0.7, TEAD-YAP inh 3.7 and FBW7 activator -0.1.
`CN(C(=O)NC(=O)Nc1ccc(Cl)cc1)S(C)(=O)=O` gave MITF inh -5.2, GPR151 activ 0.1, TEAD-YAP inh -4.5 and FBW7 activator 0.1.
O=C(CSc1nc2ccccc2n1CC(=O)N1CCCCC1)N1CCCCC1 was read as MITF inh -19.1, GPR151 activ 0.8, TEAD-YAP inh 6.0 and FBW7 activator 1.3.
Screening O=C(CCc1nnc(CCc2ccccc2)o1)NCc1ccc(C(F)(F)F)cc1 returned MITF inh -4.7, GPR151 activ 1.5, TEAD-YAP inh -44.6 and FBW7 activator 0.1.
`CC(=O)Nc1ccc(N2C(=O)CC(N3CCCCC3)C2=O)cc1` (centres undefined) gave MITF inh 16.9, GPR151 activ 0.3, TEAD-YAP inh 5.3 and FBW7 activator 0.2.
For COc1cc2c(cc1OC)C(C)N(C(=O)c1cccc([N+](=O)[O-])c1)CC2 (centres undefined) the results were MITF inh -10.1, GPR151 activ -0.8, TEAD-YAP inh 23.3 and FBW7 activator 0.1.
COc1ccc(CC(=O)Nc2c3c(nn2-c2cccc(C)c2C)CSC3)cc1OC was read as MITF inh 4.6, GPR151 activ -2.8, TEAD-YAP inh -2.6 and FBW7 activator -0.2.
`N=C(N)SCc1csc2c1CCCC2` gave MITF inh 9.2, GPR151 activ 3.8, TEAD-YAP inh 17.6 and FBW7 activator -0.1.
`Cc1c(S(C)(=O)=O)c(N)n(CCCN(C)C)c1C` gave MITF inh -18.1, GPR151 activ 1.2, TEAD-YAP inh -2.3 and FBW7 activator 0.1.
COc1ccc(N2CC(O)(c3cccc([N+](=O)[O-])c3)[N+]3=C2CCCCC3)cc1 (centres undefined) was read as MITF inh -0.5, GPR151 activ 0.0, TEAD-YAP inh 0.1 and FBW7 activator -0.1.
`CCN(c1ccccc1C)S(=O)(=O)c1nnc(NC(=O)c2ccc(C)cc2)s1` gave MITF inh 2.1, GPR151 activ 1.9, TEAD-YAP inh -1.4 and FBW7 activator -0.2.
Screening COc1cc(C=Nc2ccccc2)cc(I)c1O returned MITF inh 17.1, GPR151 activ -0.3, TEAD-YAP inh 3.4 and FBW7 activator 0.1.
`CCN1CCSc2ccc(C(=O)NCCOC)cc21` gave MITF inh 2.5, GPR151 activ 0.5, TEAD-YAP inh -8.4 and FBW7 activator 0.1.
For COc1ccc(/C=N/NC(=O)CSc2nnc(-c3ccncc3)n2-c2ccccc2)cc1 the results were MITF inh -5.2, GPR151 activ -1.8, TEAD-YAP inh -8.1 and FBW7 activator -0.1.
Screening O=C1CCCN1CCn1cnc2c(Nc3ccc4c(c3)OCO4)nc(NC3CCN(Cc4ccccc4)CC3)nc21 returned MITF inh 12.0, GPR151 activ 0.2, TEAD-YAP inh -4.7 and FBW7 activator -0.2.
For O=[N+]([O-])c1ccc2c(CSc3nnc(Cc4cccc5ccccc45)n3-c3ccccc3)c[nH]c2c1 the results were MITF inh 27.4, GPR151 activ -1.0, TEAD-YAP inh -2.3 and FBW7 activator 0.2.
For Nc1nc(N)c2nc3c(nc2n1)-c1ccccc1C3=O the results were MITF inh 6.6, GPR151 activ 0.5, TEAD-YAP inh -4.2 and FBW7 activator 0.0.
Screening COc1cc(-n2cnc3cc(C(=O)NCCC4=CCCCC4)ccc32)cc(OC)c1OC returned MITF inh -6.5, GPR151 activ -0.7, TEAD-YAP inh -27.7 and FBW7 activator -0.1.
Screening CCOc1ccc(-n2nc(C(=O)Nc3cccc(C)n3)c3ccccc3c2=O)cc1 returned MITF inh 8.9, GPR151 activ 0.6, TEAD-YAP inh -7.4 and FBW7 activator 0.0.
`C/C(=C\C1=[N+](c2ccccc2)C(C)(O)CS1)Nc1ccccc1` (centres undefined) gave MITF inh 11.9, GPR151 activ 1.7, TEAD-YAP inh 12.5 and FBW7 activator -0.1.
`O=C(Nc1ccc2oc(-c3cccc4c(Br)cccc34)nc2c1)c1ccccc1Br` gave MITF inh 5.6, GPR151 activ -0.5, TEAD-YAP inh 0.3 and FBW7 activator 0.0.
Screening N#Cc1cc2cc3c(cc2nc1NCCCNC(=O)c1cccc(Cl)c1)OCO3 returned MITF inh 2.2, GPR151 activ 0.1, TEAD-YAP inh 1.3 and FBW7 activator 0.1.
`O=C(Nc1ccc(Cl)cc1)Nc1nnc(-c2cccc(F)c2)s1` gave MITF inh 11.5, GPR151 activ -0.8, TEAD-YAP inh 3.1 and FBW7 activator 0.3.
CCn1c2ccccc2c2cc(CNCCNC(=O)c3ccco3)ccc21 was read as MITF inh 0.8, GPR151 activ 1.4, TEAD-YAP inh -1.2 and FBW7 activator -0.6.
O=c1[nH]c(-c2cccnc2)nc2sc(-c3ccccc3)cc12 was read as MITF inh 3.3, GPR151 activ 1.5, TEAD-YAP inh 1.6 and FBW7 activator 0.1.
`COc1ccc(Cl)cc1-n1cnc2cc(C(=O)NC3CCCC3)ccc21` gave MITF inh 7.1, GPR151 activ -1.5, TEAD-YAP inh -25.6 and FBW7 activator -0.1.
Screening COc1ccc(CCNC(=O)CN(CCc2ccccc2)S(C)(=O)=O)cc1OC returned MITF inh -0.4, GPR151 activ 0.4, TEAD-YAP inh -0.6 and FBW7 activator -0.2.
Screening CCCc1cc2c(=O)c(-c3ccc4c(c3)OCCCO4)c(C)oc2cc1O returned MITF inh -0.6, GPR151 activ -0.5, TEAD-YAP inh -1.2 and FBW7 activator 0.0.
`Nc1ccc(C(=O)Nc2ccccc2)cc1` gave MITF inh -8.6, GPR151 activ -5.9, TEAD-YAP inh -42.8 and FBW7 activator -0.1.
`O=C(O)c1cc(S(=O)(=O)Nc2ccc(Cl)cc2)ccc1Cl` gave MITF inh 11.3, GPR151 activ -0.1, TEAD-YAP inh -4.4 and FBW7 activator 0.4.
Cc1ccc(Nc2ncnc3ccccc23)cc1F was read as MITF inh 14.7, GPR151 activ 0.4, TEAD-YAP inh -61.7 and FBW7 activator 0.1.
`CC(=O)c1ccc(NC(=O)CCC(=O)OCC(F)(F)C(F)F)cc1` gave MITF inh -4.8, GPR151 activ -0.3, TEAD-YAP inh 1.2 and FBW7 activator -0.1.
Screening CCCOc1ccc(Oc2nc(NC)nc(N3CCOCC3)n2)nn1 returned MITF inh -9.5, GPR151 activ 0.8, TEAD-YAP inh -4.1 and FBW7 activator 0.6.
For O=C(CN1Cc2ccccc2OC(c2ccccc2F)C1)NCCc1ccco1 (centres undefined) the results were MITF inh 7.3, GPR151 activ -0.7, TEAD-YAP inh -6.0 and FBW7 activator 0.4.
For CCOc1ccccc1C(=O)Nc1ccc(S(=O)(=O)N2CCCCC2C)cc1 (centres undefined) the results were MITF inh 2.6, GPR151 activ 0.6, TEAD-YAP inh 7.5 and FBW7 activator 0.1.
For CNc1ccccc1C(=O)OCC(=O)c1ccccc1Cl the results were MITF inh 2.1, GPR151 activ -1.0, TEAD-YAP inh -56.9 and FBW7 activator 0.6.
`CCCNC(=O)CCc1nc(-c2ccccc2OCC)no1` gave MITF inh -9.5, GPR151 activ -0.3, TEAD-YAP inh -11.9 and FBW7 activator -0.2.
CCCCNC(=O)/C=C/c1ccc(OCCC)cc1 was read as MITF inh 1.4, GPR151 activ 0.3, TEAD-YAP inh -24.2 and FBW7 activator 0.1.
Screening CC(C)(C)CC(=O)Nc1nnc(SCC(=O)NC2CC2)s1 returned MITF inh -4.2, GPR151 activ 0.2, TEAD-YAP inh -4.3 and FBW7 activator -0.2.
CCOc1ccc2nc(NC(=O)c3ccc(OC)cc3)sc2c1 was read as MITF inh 5.4, GPR151 activ -0.5, TEAD-YAP inh -7.5 and FBW7 activator 0.1.
CN(C)c1ccc2nc3c(=O)n(C4CCCCCC4)c(=O)[nH]c3nc2c1 was read as MITF inh 17.9, GPR151 activ -0.6, TEAD-YAP inh -26.4 and FBW7 activator 0.4.
Screening CC(C)N(C(=O)CN(Cc1ccccc1)S(=O)(=O)c1cccs1)C(C)C returned MITF inh -1.3, GPR151 activ 0.5, TEAD-YAP inh -6.5 and FBW7 activator -0.1.
COc1cn(CC(=O)NCc2ccccc2Cl)c(CSc2nccc(C)n2)cc1=O was read as MITF inh 10.2, GPR151 activ 2.4, TEAD-YAP inh -4.5 and FBW7 activator 0.1.
Screening CN1CCN(C(=O)c2ccc(-c3nc(NCCO)c4ncn(-c5ccccc5)c4n3)cc2)CC1 returned MITF inh -5.3, GPR151 activ -1.1, TEAD-YAP inh 7.1 and FBW7 activator 0.0.
`CCOCCn1c(NCCOC)nc2c1c(=O)[nH]c(=O)n2C` gave MITF inh 3.7, GPR151 activ 1.5, TEAD-YAP inh 4.5 and FBW7 activator -0.1.
CCc1ccccc1NC(=O)COC(=O)c1ccccn1 was read as MITF inh 11.4, GPR151 activ 0.9, TEAD-YAP inh 0.0 and FBW7 activator -0.1.
CC(C)OCCCNC(=O)NC(=O)COc1ccc(F)c(Cl)c1 was read as MITF inh -6.2, GPR151 activ -1.9, TEAD-YAP inh 2.6 and FBW7 activator 0.1.
COc1ccc(/C=C2\N=C(c3cccc(Cl)c3)OC2=O)c(OC)c1 was read as MITF inh 3.2, GPR151 activ 1.0, TEAD-YAP inh -3.0 and FBW7 activator -0.1.
`Cc1cccc(C)c1NC(=O)CN(C)C(=O)c1ccc([N+](=O)[O-])o1` gave MITF inh 6.4, GPR151 activ 0.5, TEAD-YAP inh 13.7 and FBW7 activator 0.2.
Screening COc1cccc(C2=CC(c3ccc(Cl)cc3)n3ncnc3N2)c1 (centres undefined) returned MITF inh 1.9, GPR151 activ -0.1, TEAD-YAP inh 1.8 and FBW7 activator -0.1.
